EZH2 inh – EZH2/PRC2 methyltransferase inhibitors, primary screen, biochemical, DELFIA time-resolved fluorescence, single point; Histone-lysine N-methyltransferase EZH2 (Homo sapiens), Q15910; PRC2 H3K27 methylation, DELFIA TRF, 1 h; inhibition, % at 12.5 µM; 0.35% of 57,000 active; AID 651548, 2012;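 active = mean inhibition of replicates at least 50% and every single replicate also reaching 50%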;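 also: dimethyl H3K27 on biotinylated H3 21-44 peptide detected by antibody; plate controls were median neutral control wells for no effect and median positive control wells for full effect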
Target sequence (Q15910 whole entry, looked up): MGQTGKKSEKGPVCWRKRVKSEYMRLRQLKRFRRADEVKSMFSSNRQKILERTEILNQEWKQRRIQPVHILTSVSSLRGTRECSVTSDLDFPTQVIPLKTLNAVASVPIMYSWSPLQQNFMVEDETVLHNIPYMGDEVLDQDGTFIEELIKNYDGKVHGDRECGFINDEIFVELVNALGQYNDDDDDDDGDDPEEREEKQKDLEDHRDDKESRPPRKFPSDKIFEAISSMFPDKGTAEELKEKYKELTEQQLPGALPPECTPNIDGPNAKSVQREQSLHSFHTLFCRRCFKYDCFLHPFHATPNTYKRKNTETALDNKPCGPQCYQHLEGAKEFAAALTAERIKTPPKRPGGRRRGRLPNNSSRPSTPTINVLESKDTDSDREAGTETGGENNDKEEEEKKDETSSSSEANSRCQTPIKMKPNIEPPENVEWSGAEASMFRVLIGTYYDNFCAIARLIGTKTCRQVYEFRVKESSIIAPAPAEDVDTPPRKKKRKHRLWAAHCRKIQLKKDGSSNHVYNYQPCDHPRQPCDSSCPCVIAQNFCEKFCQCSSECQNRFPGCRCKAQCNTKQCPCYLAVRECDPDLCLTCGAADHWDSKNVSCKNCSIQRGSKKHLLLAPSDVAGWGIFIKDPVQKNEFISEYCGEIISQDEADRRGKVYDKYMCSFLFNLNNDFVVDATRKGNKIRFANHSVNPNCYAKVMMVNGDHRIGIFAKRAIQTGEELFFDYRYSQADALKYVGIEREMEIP
IDH1 mut inh – inhibitors of IDH1 R132H reductase, primary screen, biochemical, plate reader, single point | diaphorase/resazurin fluorescence, 60 min | 0.18% of 70,000 active | inhibition, % at 10 µM | Isocitrate dehydrogenase [NADP] cytoplasmic (Homo sapiens), O75874; in the data active = inhibition above about 34%;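 also: 0% = DMSO and 100% = no enzyme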
An asterisk follows results filed as active; x = no result given; & = joins results of further samples. Not all compounds are listed, so the mix of outcomes need not match the whole.

SMILES | EZH2 inh | IDH1 mut inh
COc1ccc(NC(=O)N(C)C[C@@H]2Oc3cc(C#CCC(C)C)ccc3S(=O)(=O)N([C@@H](C)CO)C[C@H]2C)cc1 | -7 | 0.5
O=C(C[C@@H]1CC[C@@H](NC(=O)C2CC2)[C@@H](CO)O1)NCCCN1CCOCC1 | 10 | -0.1
COCC(=O)N(C)C[C@@H]1Oc2cc(C#CC(C)C)ccc2S(=O)(=O)N([C@H](C)CO)C[C@@H]1C | x | -0.4
O=S(=O)(N[C@@H]1CC[C@H](CCn2cc(C3CC3)nn2)O[C@H]1CO)c1ccc(F)cc1 | 10 | 0.0
CCCN(C)C[C@H]1OCCCC[C@@H](C)Oc2ccc(N(C)C)cc2C(=O)N([C@@H](C)CO)C[C@H]1C | -4 | -0.6
Cc1ccc(C(=O)CSc2nc(C)nc3sc4c(c23)CCCC4)cc1 | 10 | -0.2
C[C@@H]1CN([C@H](C)CO)C(=O)c2cc(NS(=O)(=O)c3ccc(F)cc3)ccc2O[C@H]1CN(C)C(=O)NC1CCCCC1 | -10 | 3.0
C[C@@H]1CN([C@@H](C)CO)C(=O)c2cccc(NC(=O)C3CC3)c2O[C@@H]1CN(C)CC1CCCCC1 | x | -0.3
COC(=O)c1c(NC(=S)NC(C)c2ccncc2)sc2c1CCC(C)C2 (stereo unspecified) | -24 | 0.1
C[C@H]1CN([C@@H](C)CO)S(=O)(=O)c2ccc(-c3ccccc3F)cc2O[C@H]1CN(C)C | x | 1.0
NS(=O)(=O)c1cccc2c1c([N+](=O)[O-])cc1[nH]c(=O)c(=O)[nH]c12 | -7&-13 | 0.1&-0.9
Cc1ccc(S(=O)(=O)N[C@@H]2CC[C@H](CCNC(=O)C3CCCCC3)O[C@H]2CO)cc1 | 13 | 0.0
C[C@@H]1CN([C@@H](C)CO)C(=O)Cc2cc(NC(=O)Nc3ccccc3)ccc2O[C@H]1CN(C)S(=O)(=O)c1cn(C)cn1 | x | 0.0
C[C@@H]1CCCCO[C@@H](CN(C)C(=O)Nc2cccc3ccccc23)[C@@H](C)CN([C@H](C)CO)C(=O)c2cc(NS(C)(=O)=O)ccc2O1 | x | 1.5
C[C@@H]1CN([C@@H](C)CO)S(=O)(=O)c2ccc(C3=CCCC3)cc2O[C@H]1CN(C)Cc1ccncc1 | 9 | x
CNC[C@@H]1Oc2ncc(C#Cc3cccc(OC)c3)cc2C(=O)N([C@H](C)CO)C[C@@H]1C | -39 | -0.6
O=C(C[C@H]1CC[C@H](NS(=O)(=O)c2ccc(F)cc2)[C@H](CO)O1)N1CCC(Cc2ccccc2)CC1 | -23 | 0.0
Cc1noc(C)c1S(=O)(=O)Nc1ccc2c(c1)C(=O)N([C@H](C)CO)C[C@H](C)[C@@H](CN(C)Cc1ccc(C(=O)Nc3ccccc3N)cc1)OCCCC[C@@H](C)O2 | -25 | x
C[C@H]1CN([C@@H](C)CO)C(=O)c2cc(NC(=O)Nc3ccccc3)ccc2O[C@H]1CN(C)Cc1ccc(C(=O)Nc2ccccc2N)cc1 | -54 | x
C[C@H](CO)N1C[C@H](C)[C@@H](CN(C)Cc2cccc(F)c2)Oc2cc(-c3ccc(C#N)cc3)ccc2S1(=O)=O | 3 | -0.8
CCCC#Cc1cnc2c(c1)C(=O)N([C@@H](C)CO)C[C@H](C)[C@H](CN(C)C(=O)Nc1cccc(F)c1)O2 | -26 | -2.7
O=C(N[C@H]1CC[C@H](CCNS(=O)(=O)c2ccc(Cl)cc2)O[C@H]1CO)c1ccccn1 | 3 | -0.8
C[C@@H]1CN([C@H](C)CO)C(=O)c2cc(-c3cccc(F)c3)cnc2O[C@H]1CN(C)Cc1ccncc1 | x | 0.3
C/C=C/c1cnc2c(c1)C(=O)N([C@@H](C)CO)C[C@H](C)[C@H](CN(C)Cc1ccccc1)O2 | -3 | 0.0
COc1ccc(OC(=O)N(C)C[C@@H]2OCc3ccccc3-c3ccccc3C(=O)N([C@H](C)CO)C[C@@H]2C)cc1 | 2 | -3.2
C[C@@H]1CN([C@H](C)CO)C(=O)CCCn2nncc2CO[C@@H]1CN(C)C(=O)Nc1cccc2ccccc12 | x | 0.5
O=C(C[C@@H]1C[C@@H]2c3cc(NC(=O)Nc4ccc(C(F)(F)F)cc4)ccc3O[C@@H]2[C@H](CO)O1)NCC1CC1 | -12 | 0.4
COc1ccc(S(=O)(=O)Nc2cccc3c2O[C@@H](CN(C)S(=O)(=O)c2cccs2)[C@H](C)CN([C@H](C)CO)C3=O)cc1 | x | 0.1
C[C@H]1CN([C@@H](C)CO)C(=O)Cc2cc(NC(=O)CCCCCC(=O)Nc3ccccc3N)ccc2O[C@H]1CN(C)C(=O)Nc1ccc2c(c1)OCO2 | 6 | 1.9
CCC(=O)Nc1ccc2c(c1)OC[C@@H](C)NC[C@@H](C)[C@@H](OC)CN(C)C2=O | 2 | 0.1
C[C@H](NC(=O)N(C)C[C@H]1OCc2ccccc2-c2ccccc2C(=O)N([C@@H](C)CO)C[C@@H]1C)c1ccccc1 | 3 | -0.6
COc1ccccc1C(=O)Nc1ccc2c(c1)OC[C@@H](C)N(C)C[C@H](C)[C@@H](OC)CN(C)C2=O | -7 | -0.2
Cc1noc(C)c1NC(=O)N[C@@H]1C=C[C@H](CC(=O)NCCCN(C)C)O[C@@H]1CO | 6 | 0.3
C=CCN1C(=O)[C@]2(O[C@H](CCO)[C@@H]([Si](C)(C)c3ccc(OC)cc3)[C@@H]2C)c2cc(N3CCC3=O)ccc21 | 22 | x
O=C(CSc1nnc(-c2ccccc2F)n1-c1ccc(Cl)cc1)Nc1ccc(F)cc1F | 0 | -0.2
C[C@H]1CN([C@@H](C)CO)C(=O)c2cc(NC(=O)CCCCCC(=O)Nc3ccccc3N)ccc2O[C@@H]1CN(C)S(=O)(=O)c1cccs1 | -43 | x
COCC(=O)N(C)C[C@@H]1Oc2cc(C#CCN(C)C)ccc2S(=O)(=O)N([C@@H](C)CO)C[C@@H]1C | 5 | -1.5
C[C@H](CO)N1C[C@H](C)[C@@H](CN(C)Cc2ccc(Cl)c(Cl)c2)OCCCC[C@H](C)Oc2ccc(NS(=O)(=O)c3cn(C)cn3)cc2C1=O | x | -1.0
COc1ccc(S(=O)(=O)N(C)C[C@H]2Oc3c(cccc3N(C)C)C(=O)N([C@@H](C)CO)C[C@@H]2C)cc1 | 8 | 1.4
C[C@@H]1CN([C@@H](C)CO)C(=O)Cc2cc(NS(=O)(=O)c3cccs3)ccc2O[C@H]1CN(C)C(=O)Nc1ccc(F)cc1 | x | 0.3
COc1cccc(C#Cc2ccc3c(c2)O[C@H](CN(C)C(C)=O)[C@@H](C)CN([C@H](C)CO)S3(=O)=O)c1 | -19 | 0.1
C[C@@H]1CN([C@@H](C)CO)C(=O)c2cccc(NC(=O)Nc3ccccc3)c2O[C@@H]1CN(C)Cc1ccncc1 | -10 | x
C[C@H](CO)N1C[C@H](C)[C@H](CN(C)Cc2ccc(C(F)(F)F)cc2)Oc2ccc(NC(=O)Nc3ccc4c(c3)OCO4)cc2C1=O | x | 1.9
C[C@@H]1CN([C@@H](C)CO)C(=O)c2cccc(NC(=O)C3CCOCC3)c2O[C@H]1CN(C)S(=O)(=O)c1ccccc1 | x | 0.2
C[C@@H]1CN([C@H](C)CO)C(=O)c2cccc(NS(=O)(=O)c3ccc(F)cc3)c2O[C@H]1CN(C)CC1CCCCC1 | 15 | x
C[C@H]1CN([C@@H](C)CO)S(=O)(=O)c2ccc(C#CC3CCCCC3)cc2O[C@@H]1CN(C)C | -6 | -0.6
C[C@@H]1CN([C@H](C)CO)S(=O)(=O)c2ccc(C#CC3CC3)cc2O[C@H]1CN(C)S(C)(=O)=O | -9 | x
O=C(N[C@H]1CC[C@H](CC(=O)N2CCOCC2)O[C@@H]1CO)c1ccccn1 | -2 | 0.4
CNC[C@@H]1OCCCC[C@H](C)Oc2ccc(NC(=O)Nc3ccccc3)cc2C(=O)N([C@H](C)CO)C[C@@H]1C | -9 | 1.8
CCCN1C[C@H](C)[C@H](OC)CN(C)C(=O)c2cc(NS(=O)(=O)c3cn(C)cn3)ccc2OC[C@H]1C | -3 | 0.2
CO[C@@H]1CN(C)C(=O)c2ccc(NC(=O)Cc3ccccc3)cc2OC[C@@H](C)NC[C@@H]1C | -4 | 0.1
C[C@@H]1CN([C@@H](C)CO)C(=O)c2cccc(NC(=O)Nc3ccccc3)c2O[C@@H]1CN(C)C(=O)Nc1ccc(F)cc1 | -4 | 1.5
O=C(CSc1nnc(-c2ccccc2)n1-c1ccc(Cl)cc1)Nc1ccc(Cl)cc1 | 4 | -0.8
C[C@@H]1CN([C@H](C)CO)C(=O)c2cc(-c3cncnc3)cnc2O[C@@H]1CN(C)C(=O)CN1CCOCC1 | 13 | -0.1
CCCN(C)C[C@@H]1Oc2cc(C#Cc3cccc(OC)c3)ccc2S(=O)(=O)N([C@@H](C)CO)C[C@@H]1C | -13 | -0.1
O=C(C[C@H]1CC[C@@H](NC(=O)CC2CC2)[C@@H](CO)O1)NCc1ccc(Cl)cc1 | 2 | 0.2
COc1cc(CN(C)Cc2cccc3ccccc23)c([N+](=O)[O-])cc1OC | 15 | -0.5
COc1ccc(OC)c(NC(=O)Cc2coc3ccc(C)cc23)c1 | 13 | -0.2
CCCN1C[C@H](C)[C@@H](OC)CN(C)C(=O)c2cc(NC(=O)c3ccccc3)ccc2OC[C@H]1C | 7 | -0.1
Cc1nnc(SCC(=O)Nc2ccc(Br)c(C)c2C)s1 | -11 | -0.2

Entries shown so far that contain two or more sulfur atoms, in the order listed:
SMILES | EZH2 inh | IDH1 mut inh
Cc1ccc(C(=O)CSc2nc(C)nc3sc4c(c23)CCCC4)cc1 | 10 | -0.2
COC(=O)c1c(NC(=S)NC(C)c2ccncc2)sc2c1CCC(C)C2 (stereo unspecified) | -24 | 0.1
COc1ccc(S(=O)(=O)Nc2cccc3c2O[C@@H](CN(C)S(=O)(=O)c2cccs2)[C@H](C)CN([C@H](C)CO)C3=O)cc1 | x | 0.1
C[C@H]1CN([C@@H](C)CO)C(=O)c2cc(NC(=O)CCCCCC(=O)Nc3ccccc3N)ccc2O[C@@H]1CN(C)S(=O)(=O)c1cccs1 | -43 | x
C[C@@H]1CN([C@@H](C)CO)C(=O)Cc2cc(NS(=O)(=O)c3cccs3)ccc2O[C@H]1CN(C)C(=O)Nc1ccc(F)cc1 | x | 0.3
C[C@@H]1CN([C@H](C)CO)S(=O)(=O)c2ccc(C#CC3CC3)cc2O[C@H]1CN(C)S(C)(=O)=O | -9 | x
Cc1nnc(SCC(=O)Nc2ccc(Br)c(C)c2C)s1 | -11 | -0.2

The list goes on:
SMILES | EZH2 inh | IDH1 mut inh
C[C@H]1CN([C@@H](C)CO)S(=O)(=O)c2ccc(C#CC3CC3)cc2O[C@@H]1CN(C)C | 0 | -0.8
C[C@H]1CN([C@@H](C)CO)C(=O)c2cccc(NS(C)(=O)=O)c2O[C@@H]1CN(C)S(=O)(=O)c1ccc(Cl)cc1 | x | -1.6
CN(C)c1ccc2c(c1)[C@@H]1C[C@H](CC(=O)NCCN3CCCCC3)O[C@H](CO)[C@@H]1O2 | 1 | -1.7
COc1ccc(C#Cc2cnc3c(c2)C(=O)N([C@@H](C)CO)C[C@@H](C)[C@@H](CN(C)CC2CCOCC2)O3)cc1 | x | 0.0
COc1ccc(C(=O)Nc2ccc3c(c2)C(=O)N(C)C[C@H](OC)[C@@H](C)CN[C@H](C)CO3)cc1 | 0 | -0.1
Cc1sc2nc3c4ccccc4c(NCc4ccccn4)nn3c(=O)c2c1C | x | 4.0
Cc1noc(C)c1S(=O)(=O)N(C)C[C@@H]1OCCCC[C@@H](C)Oc2ccc(NS(=O)(=O)c3ccc(Cl)cc3)cc2C(=O)N([C@@H](C)CO)C[C@H]1C | x | 1.0
CS(=O)(=O)N(CC(=O)Nc1ccc(C(F)(F)F)cc1)c1ccccc1Cl | 9 | -0.3
COc1ccc(C(CC(=O)O)NC(N)=O)cc1 (stereo unspecified) | x | 0.3
CC(C)NC(=O)Nc1ccc2c(c1)C(=O)N([C@H](C)CO)C[C@H](C)[C@@H](CN(C)S(=O)(=O)c1ccccc1)O2 | 8 | 0.8
COc1ccc(S(=O)(=O)N(C)C[C@@H]2Oc3ccc(NC(=O)Nc4ccc5c(c4)OCO5)cc3CC(=O)N([C@@H](C)CO)C[C@H]2C)cc1 | x | -0.1
C/C=C/c1ccc2c(c1)O[C@H](CN(C)C(=O)Cc1cccnc1)[C@H](C)CN([C@H](C)CO)S2(=O)=O | 0 | 0.5
C[C@H]1CN([C@@H](C)CO)C(=O)Cc2cc(NS(=O)(=O)c3ccc(F)cc3)ccc2O[C@@H]1CN(C)C(=O)Nc1ccc2c(c1)OCO2 | x | 0.7
CO[C@H]1CN(C)C(=O)c2cc(NC(=O)c3cnccn3)ccc2OC[C@@H](C)N(C)C[C@H]1C | 3 | 0.1
CCCN(C)C[C@H]1Oc2cc(C3=CCCCC3)ccc2S(=O)(=O)N([C@H](C)CO)C[C@@H]1C | -13 | 1.8
C[C@H](CO)N1C[C@H](C)[C@@H](CN(C)Cc2ccc(C(=O)O)cc2)Oc2ccc(NS(=O)(=O)c3cccs3)cc2CC1=O | x | 1.3
Cc1noc(C)c1S(=O)(=O)N(C)C[C@@H]1OCCCC[C@@H](C)Oc2ccc(NS(=O)(=O)c3cn(C)cn3)cc2C(=O)N([C@@H](C)CO)C[C@H]1C | x | -0.3

Molecules shown so far that contain a nitro group on carbon:
SMILES | EZH2 inh | IDH1 mut inh
NS(=O)(=O)c1cccc2c1c([N+](=O)[O-])cc1[nH]c(=O)c(=O)[nH]c12 | -7&-13 | 0.1&-0.9
COc1cc(CN(C)Cc2cccc3ccccc23)c([N+](=O)[O-])cc1OC | 15 | -0.5
